High-throughput results from PubChem.
P. falciparum M1AAP = P. falciparum M1AAP inhibitors, biochemical, fluorogenic H-Leu-NHMec substrate, 1536-well (AID 1445); Aminopeptidase N (Plasmodium falciparum (isolate 3D7)); 0.42% of 220,000 active; recombinant M1AAP, H-Leu-NHMec fluorogenic kinetic assay; higher % means a stronger effect; one-dose inhibition, % at 30 µM; IC50 in µM for titrated hits;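 active = primary inhibition above the hit cutoff, then over 50% inhibition at one or more dose response concentrations, cut at about 23% in these data, passing the limit was not always enough; inconclusive = conflicting primary data, or primary hits not chosen for dose response; inactive = low primary inhibition, or under 50% at every dose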;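 note: plate controls were DMSO full reaction for no effect and no enzyme background for full effect; strong numbers were not always called active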
T cell HTS = modulators of CD8 T cell-vesicle binding, primary screen, mouse 2C CD8+ T cells, flow cytometry | 2C CD8+ T cell-vesicle binding; active compounds read low | calls only at 7 µM | 0.068% of 330,000 active | AID 2052, 2009;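 active = response, share of CD8 T cells binding vesicles, and their 90th percentile fluorescence all below set limits, cut at about 80% in these data, passing the limit was not always enough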
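incubation = binding step 1.5 h, 37 °C, antibody labelling 20 min, ice | test system = 2C mouse CD8+ T cells | read-out basis = percent CD8+ FL2 mean versus row control | controls = Peptide-free naked vesicles (low) and QL9 vesicles with 0.7% DMSO vehicle (high) | detection = flow cytometry of vesicle-bound cells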
TNAP activators = human TNAP enzyme activators, primary screen, biochemical, luminescent, no phosphate acceptor, uHTS (AID 1001). purified TNAP, luminescent activation assay, no phosphate acceptor; higher activation fold means a stronger effect. Alkaline phosphatase, tissue-nonspecific isozyme (Homo sapiens). activation fold at 20 µM; hits with a dose series show EC50 in µM. 0.03% of 200,000 active; in the data active = activation fold from about 3, or a potency from the dose series; inactive = the rest, 99 in 100 with activation fold below about 1.6; note: many of its hits are not listed in these tables
PMI inhibitors = inhibitors of human PMI, primary screen, biochemical, fluorescence intensity, coupled assay (AID 1209). purified PMI enzyme, coupled fluorescence intensity; higher % means a stronger effect. inhibition, % at 20 µM; hits with a dose series show IC50 in µM. 0.42% of 190,000 active;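 note: plate controls were DMSO vehicle for no effect and wells lacking substrate for full effect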
human PMI inhibitors = human PMI inhibitors, high substrate, primary screen, biochemical, fluorescence intensity, high mannose 6-phosphate (AID 1220). recombinant PMI enzyme, coupled fluorescence intensity; higher % means a stronger effect. Mannose-6-phosphate isomerase (Homo sapiens). 0.66% of 190,000 active. inhibition, % at 20 µM; hits with a dose series show IC50 in µM
M17LAP inhibition = P. falciparum M17LAP inhibitors, primary screen, biochemical, fluorogenic H-Leu-NHMec substrate, 1536-well (AID 1619). Leucine aminopeptidase (Plasmodium falciparum (isolate 3D7)). 0.38% of 220,000 active. inhibition, % at 30 µM; hits with a dose series show IC50 in µM. recombinant M17LAP, H-Leu-NHMec fluorogenic kinetic assay; higher % means a stronger effect;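 active = compound inhibiting the enzyme by more than half at any dose during confirmatory dose-response retesting; inconclusive = strong single-dose inhibitors picked by rank but not retested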;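 note: plate controls were full reaction with DMSO carrier for no effect and no enzyme background for full effect; strong numbers were not always called active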
RSV antiviral HEp-2 = RSV antiviral activity via CPE protection, HEp-2 cells, primary 10 µM value included (AID 2391); HEp-2 cells, RSV-induced CPE inhibition; higher % means a stronger effect; one-dose CPE inhibition, % at 10 µM; IC50 in µM for titrated hits; 0.13% of 310,000 active; in the data active = a potency from the dose series; inconclusive = CPE inhibition mostly from about 23% at the one dose, without a potency; inactive = the rest, 99 in 100 with CPE inhibition below about 21%; note: strong numbers were not always called active
West Nile antiviral = West Nile virus antiviral activity, cell-based, CPE readout (AID 1621); West Nile virus-infected cells, CPE inhibition; higher % means a stronger effect; 0.02% of 290,000 active; one-dose CPE inhibition, % at 10 µM; IC50 in µM for titrated hits; in the data active = a potency from the dose series; inconclusive = CPE inhibition mostly from about 3.7% at the one dose, without a potency; inactive = the rest, 99 in 100 with CPE inhibition below about 2.2%; note: strong numbers were not always called active
UTI89 phage lysis = inhibition of K1F phage lysis, E. coli UTI89, bacterial capsule biogenesis inhibitors, alamar blue (AID 488966). E. coli UTI89 K1F phage lysis, alamar blue, 2 h; higher % means a stronger effect. one-dose inhibition, % at 100 µM; IC50 in µM for titrated hits. 0.02% of 340,000 active;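 active = phage lysis inhibition, versus mean bacterial control, above a set limit; inconclusive = no clear call, values can overlap the other calls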;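 note: capsule biogenesis inhibitors block K1F phage lysis so surviving cells raise fluorescence; higher fluorescence means more inhibition of phage lysis; actives were called in the ten point dose series up to 300 µM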
T cell HTS vesicle-bound % = further read-out of T cell HTS, marked with its call; double positive events, %; measured here: CD8+ vesicle-bound cell fraction;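 binding gate set so that unloaded-vesicle control wells show 10% double positive cells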
* = called active by the depositor; i = inactive; u = inconclusive; x = not tested or not shown; [ ] = dose if it differs, or a comment. Cut-off read from the data, not from the text of the source, unless noted: active = inhibition above about 50%; inactive = the rest.

The opening nine records as a preview:
SMILES,P. falciparum M1AAP,T cell HTS,T cell HTS vesicle-bound %,TNAP activators,PMI inhibitors,human PMI inhibitors,M17LAP inhibition,RSV antiviral HEp-2,West Nile antiviral,UTI89 phage lysis
O=C(c1ccccc1)C(C(=O)N1CCc2ccccc2C1)n1ccccc1=O (stereo not drawn),-6%,i,30,1.1,9%,3%,6%,1.1%,-0.9%,0.9%[50 µM]
O=C(NCCCCc1ccccc1)c1cccc([N+](=O)[O-])c1,-1%,i,15,1.1,6%,4%,-3%,u,-0.9%,0.1%
O=C(O)C(c1ccccc1)N1C(=O)/C(=C\c2ccc(-c3ccccc3Cl)o2)SC1=S (stereo not drawn),x,i,25,x,x,x,x,19%,0.1%,0.0%
Nc1cc(Cl)c(N)cc1Cl,4%,i,43,1.1,3%,13%,2%,-0.1%,0.3%,0.0%
O=C(Cn1cnc2c(nnn2Cc2ccc(F)cc2)c1=O)NCC1CCCO1 (stereo not drawn),-5%,i,5,1.1,-4%,-9%,-3%,2.4%,-0.4%,1.9%
O=C(CN(C(=O)c1csnn1)c1ccc(Br)cc1)NC1CCCC1,x,i,23,x,x,x,x,1.1%,-0.5%,-0.2%
CC1Cn2c(nnc2-c2cccs2)S1 (stereo not drawn),x,i,40,x,x,x,x,0.8%,0.0%,0.3%
CCCCNC(=O)Nc1nnc(SCC(=O)OCC)s1,3%,i,61,1.1,16%,14%,-2%,0.8%,0.4%,-0.1%
CCCC(c1nnnn1CCOC)N1CCN(c2cccc(OC)c2)CC1 (stereo not drawn),9%,x,x,1.2,-1%,4%,-9%,x,0.0%,0.1%

Main list (from the top)
SMILES,P. falciparum M1AAP,T cell HTS,T cell HTS vesicle-bound %,TNAP activators,PMI inhibitors,human PMI inhibitors,M17LAP inhibition,RSV antiviral HEp-2,West Nile antiviral,UTI89 phage lysis
O=C(c1ccccc1)C(C(=O)N1CCc2ccccc2C1)n1ccccc1=O (stereo not drawn),-6%,i,30,1.1,9%,3%,6%,1.1%,-0.9%,0.9%[50 µM]
O=C(NCCCCc1ccccc1)c1cccc([N+](=O)[O-])c1,-1%,i,15,1.1,6%,4%,-3%,u,-0.9%,0.1%
O=C(O)C(c1ccccc1)N1C(=O)/C(=C\c2ccc(-c3ccccc3Cl)o2)SC1=S (stereo not drawn),x,i,25,x,x,x,x,19%,0.1%,0.0%
Nc1cc(Cl)c(N)cc1Cl,4%,i,43,1.1,3%,13%,2%,-0.1%,0.3%,0.0%
O=C(Cn1cnc2c(nnn2Cc2ccc(F)cc2)c1=O)NCC1CCCO1 (stereo not drawn),-5%,i,5,1.1,-4%,-9%,-3%,2.4%,-0.4%,1.9%
O=C(CN(C(=O)c1csnn1)c1ccc(Br)cc1)NC1CCCC1,x,i,23,x,x,x,x,1.1%,-0.5%,-0.2%
CC1Cn2c(nnc2-c2cccs2)S1 (stereo not drawn),x,i,40,x,x,x,x,0.8%,0.0%,0.3%
CCCCNC(=O)Nc1nnc(SCC(=O)OCC)s1,3%,i,61,1.1,16%,14%,-2%,0.8%,0.4%,-0.1%
CCCC(c1nnnn1CCOC)N1CCN(c2cccc(OC)c2)CC1 (stereo not drawn),9%,x,x,1.2,-1%,4%,-9%,x,0.0%,0.1%
Cc1cccc(-n2nnnc2SCC(=O)Nc2cccc(S(N)(=O)=O)c2)c1,10%,i,51,x,x,x,5%,6.2%,-0.1%,2.0%[50 µM]
CC(C)(C)C(=O)Nc1cccc(C(=O)Nc2cc(C(=O)O)cc(C(=O)O)c2)c1,5%,i,54,1.1,-3%,-3%,9%,1.0%,0.7%,1.8%[50 µM]
N#CC1=C2SCN(c3ccccc3)CN2C(=O)CC1c1c(Cl)cccc1Cl (stereo not drawn),20%,i,28,1.2,28%,24%,11%,0.9%,0.0%,-1.2%
Cc1ccc(OCC(=O)Nc2nnc(C3CCCO3)s2)c(Br)c1 (stereo not drawn),1%,i,39,1.1,5%,6%,4%,2.2%,0.8%,0.9%
Cc1ccccc1OCCNc1cc(N2CCN(CCO)CC2)ccc1[N+](=O)[O-],7%,i,43,0.9,9%,-4%,2%,4.3%,14%,7.4%
CC1CCCCC1NC(=O)C1Cc2ccccc2CN1S(C)(=O)=O (stereo not drawn),1%,i,51,1.1,-3%,-4%,11%,1.5%,0.2%,0.2%
NC(=O)c1sc2nc3c(c(-c4ccccc4)c2c1N)CCC3,5%,i,22,1.1,1%,6%,2%,1.8%,0.3%,-0.1%
O=C(NC(=S)Nc1ccc2[nH]c(=O)[nH]c2c1)c1cccc(F)c1,x,i,24,x,x,x,x,1.2%,0.1%,-0.1%
COC(=O)c1cn(NC(=O)Cc2c(F)cccc2Cl)c(=O)c2ccccc12,6%,i,32,1.2,-3%,4%,-3%,1.9%,-0.1%,0.1%
O=C(NCc1ccccc1Cl)c1cnccn1,-1%,i,46,1.1,7%,8%,1%,2.3%,1.2%,0.5%
CCN1CCN(C(=O)CCc2nnc(CCc3ccc(OC)cc3)o2)[C@@H](C)C1=O,x,i,60,x,x,x,x,0.4%,-0.3%,0.0%
CCOC(=O)c1ccc(NC(=S)N2CCC(C(N)=O)CC2)cc1,11%,i,64,1.1,8%,-5%,2%,0.8%,-0.3%,3.5%[50 µM]
Cn1c(=O)c2ncn(CC(=O)NCCC3=CCCCC3)c2n(C)c1=O,-8%,i,19,1.1,1%,-4%,-8%,1.9%,-0.2%,6.6%
CCOc1ccc(C(=O)C2CCN(CC(=O)Nc3ccccc3N3CCOCC3)CC2)cc1,8%,i,16,1.1,10%,7%,1%,0.2%,2.8%,1.8%
CC1(C)CC(=O)C2=C(C1)N(c1ccccc1)C(=O)CC2c1ccsc1 (stereo not drawn),8%,i,38,1.2,4%,1%,4%,1.8%,0.8%,1.0%
CCOc1cc(CNCc2cccs2)cc(Br)c1OCC,-9%,i,37,1.1,-2%,-6%,2%,-1.7%,-0.5%,0.5%

An excerpt from above, showing only T cell HTS vesicle-bound %:
Molecule	T cell HTS vesicle-bound %
O=C(O)C(c1ccccc1)N1C(=O)/C(=C\c2ccc(-c3ccccc3Cl)o2)SC1=S (stereo not drawn)	25
NC(=O)c1sc2nc3c(c(-c4ccccc4)c2c1N)CCC3	22

The listing continues.
SMILES,P. falciparum M1AAP,T cell HTS,T cell HTS vesicle-bound %,TNAP activators,PMI inhibitors,human PMI inhibitors,M17LAP inhibition,RSV antiviral HEp-2,West Nile antiviral,UTI89 phage lysis
O=C(Nc1cccc(-c2nnc(-c3ccccc3)o2)c1)c1ccc(Br)o1,2%,i,12,1,10%,9%,-5%,9.7%,-0.3%,0.4%
CCC1SC2=NCN(c3ccccc3)CN2C1=O (stereo not drawn),-1%,i,11,1,21%,15%,-21%,4.0%,0.2%,x
CC1=C(C(=O)Nc2ccccc2)C(c2cccc([N+](=O)[O-])c2)Nc2nc3ccccc3n21 (stereo not drawn),2%,i,29,1.1,7%,4%,-12%,-0.1%,1.3%,10%
CC(C)c1ccc(NC(=O)NCc2ccc(F)cc2)cc1,0%,i,58,1.1,5%,12%,-7%,2.8%,-0.8%,1.3%
O=C(O)Cc1ccc2ocnc2c1,-2%,i,22,0.8,7%,4%,6%,1.3%,0.5%,0.5%
COC(=O)C1=C(C)N(Cc2ccco2)C(=O)/C1=C\c1ccc(N(C)C)cc1,13%,i,50,0.7,64%*,20%,15%,4.2%,0.2%,0.6%[50 µM]
Cc1ccc(C)c(S(=O)(=O)Nc2ccc(O)c3ccccc23)c1,x,i,60,x,x,x,x,0.7%,0.5%,0.3%
O=C(O)CC/C(=C\c1cccc(NC(=O)c2ccccc2Cl)c1)c1nc2ccccc2s1,18%,i,27,1.1,-3%,4%,55%,4.2%,0.6%,-0.3%
COc1cccc(C(=O)CC(=O)C(=O)Nc2ccc(C)cc2Cl)c1,x,i,42,x,x,x,x,0.6%,-0.6%,1.3%
NNC(=O)c1cccc(COc2ccc3c(c2)CCC3)c1,12%,i,24,1,2%,-1%,21%,2.8%,-1.8%,6.1%
Cn1c(C(=O)NCC2CCCO2)cc2c(=O)n3ccccc3nc21 (stereo not drawn),-4%,i,35,1.1,17%,16%,6%,0.6%,0.1%,-0.1%
CCCc1cc(=O)[nH]c(SCc2nc3ccccc3o2)n1,x,i,44,x,x,x,x,2.7%,-0.1%,-0.3%
O=C(c1ccccc1)N1CCN(S(=O)(=O)N2CCCCCC2)CC1,x,i,21,x,x,x,x,3.2%,0.1%,-0.1%
O=C(CSCc1cccc(CSCC(=O)Nc2ccccc2)n1)Nc1ccccc1,0%,i,24,1.1,6%,5%,6%,4.1%,0.6%,-0.5%
COc1cccc(C(=O)Nc2ccc(N3CCCC3)cc2)c1,7%,i,53,1,29%,30%,-7%,-1.2%,-0.1%,0.2%
O=S(=O)(N/N=C/c1ccc(Cl)cc1)c1ccc(Cc2ncc(C(F)(F)F)cc2Cl)s1,-1%,i,33,1,18%,6%,-11%,7.6%,-0.1%,-0.4%
CCCC(=O)NC(Nc1ccccc1F)C(Cl)(Cl)Cl (stereo not drawn),-1%,x,x,1.1,14%,-4%,12%,-0.8%,-0.1%,x
COC(=O)c1cc(OC)c(OC)cc1NC(=O)Nc1cccc(C(C)=O)c1,7%,i,41,1.1,0%,-6%,2%,-0.9%,0.2%,1.3%
COc1cc2c(cc1OC)-c1cc(N3CCc4ccccc43)nc(=O)n1CC2,3%,i,58,x,x,x,-4%,x,0.2%,0.7%
O=C1CN(C(=O)c2cccc(Br)c2)c2ccccc2N1,x,i,43,x,x,x,x,-0.9%,2.1%,-0.1%

Compounds as they come (roughly 1.5% active in at least one column).
